TNAP inh pNP: human TNAP enzyme inhibitors, primary screen, biochemical, colorimetric, p-nitrophenol readout. Alkaline phosphatase, tissue-nonspecific isozyme (Homo sapiens), P05186. purified TNAP, pNPP hydrolysis, absorbance 405 nm. inhibition, % at 20 µM. 21,000 tested, under 10 active. AID 615, 2007;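 also: 0% = DMSO only wells and 100% = 1 mM levamisole wells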
Target sequence (P05186 whole entry, looked up): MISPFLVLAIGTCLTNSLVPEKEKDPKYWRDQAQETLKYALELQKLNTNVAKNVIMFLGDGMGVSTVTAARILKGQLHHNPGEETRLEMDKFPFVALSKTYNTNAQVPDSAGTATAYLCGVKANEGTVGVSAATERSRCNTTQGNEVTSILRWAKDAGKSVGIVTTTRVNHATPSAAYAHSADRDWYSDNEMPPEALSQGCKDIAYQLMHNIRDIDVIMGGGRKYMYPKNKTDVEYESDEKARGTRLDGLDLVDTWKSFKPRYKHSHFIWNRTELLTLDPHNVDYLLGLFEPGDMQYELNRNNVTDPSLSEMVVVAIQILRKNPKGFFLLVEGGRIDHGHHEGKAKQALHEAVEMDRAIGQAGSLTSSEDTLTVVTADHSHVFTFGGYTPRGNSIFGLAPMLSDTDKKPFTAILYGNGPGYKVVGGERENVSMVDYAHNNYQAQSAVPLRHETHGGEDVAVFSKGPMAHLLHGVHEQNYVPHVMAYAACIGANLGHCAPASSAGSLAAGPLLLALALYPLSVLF
TNAP Pi inh: human TNAP enzyme inhibitors, primary screen, biochemical, colorimetric, phosphate release readout. Alkaline phosphatase, tissue-nonspecific isozyme (Homo sapiens), P05186. purified TNAP, pNPP, malachite green phosphate absorbance. inhibition, % at 20 µM. 21,000 tested, under 10 active. AID 614, 2007
* = called active by the depositor.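 The calls were made as follows: active = inhibition above 50% at the 20 µM single-dose screen; inactive = the rest.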 Only part of the results is shown (hit frequency here may not be typical).

TNAP inh pNP	TNAP Pi inh	Structure
8	18	O=C(CCc1nc(-c2ccccc2)no1)NCc1ccco1
4	11	Cc1ccc(C(=O)CSc2ccccn2)cc1
1	-14	Cc1nnc(SCCCn2c(N3CCN(c4ccccc4)CC3)nc3c2c(=O)[nH]c(=O)n3C)s1
-4	3	O=C(Nn1cnnc1)c1cc2cc(Br)ccc2oc1=O
-4	-24	CCCSc1nnc(Sc2nnnn2-c2ccccc2)s1
5	9	C[C@H]1C[C@H]2[C@@H]3CCC4=CC(=O)C=C[C@]4(C)[C@@]3(Cl)[C@@H](O)C[C@]2(C)[C@@]1(O)C(=O)CO
-6	-4	C=CCn1c(SCC(=O)N(CC)CC)nc(O)cc1=O
6	11	O=C(Nc1cccnc1)c1cc2nc(C3CC3)cc(C(F)(F)F)n2n1
3	9	Nc1nc(N)c2nc(-c3ccccc3)c(N)nc2n1
6	-17	COc1ccc(CNC(=O)C2CC(=O)N(c3ccc(OCC(=O)N4C(C)CCCC4C)cc3)C2)cc1 (centres undefined)
-6	-4	CCC(NS(=O)(=O)c1ccc(C)cc1)C(=O)Nc1ccc(NC(C)=O)cc1 (centres undefined)
4	10	C/C(CC1(O)C(=O)N(C)c2ccccc21)=N\O (centres undefined)
0	0	C=C(C)CSc1nnc2n(C)c(=O)c3c4c(sc3n12)CCC4
0	8	Nc1nc2nccc(-c3ccc(Cl)cc3)n2n1
6	11	N#Cc1c2c(c(-c3ccco3)[nH]c1=O)CCCC2
3	2	Nc1c2c(nc3ccn(Cc4ccccc4)c(=O)c13)CCC2
6	12	CCCC(=O)N(Cc1cc2cccc(C)c2[nH]c1=O)c1ccccc1OC
4	12	Cc1cccc(N2CCN(CC(=O)NCC3CCCCC3)CC2)c1C
0	6	CCOC(=O)Cc1csc(NC(=O)CSc2ncnc3c2cnn3-c2ccc(OC)cc2)n1
-3	6	CCn1cc(C(=O)NC2CCCCC2C)c(=O)c2ccc(C)nc21 (centres undefined)
3	6	COC(=O)CSc1nnc(SCc2ccc(OC)cc2)s1
4	6	CCOC(=O)C1=C(N)Oc2cc(O)ccc2C1c1cccnc1 (centres undefined)
1	8	O=C(CN1CCOCC1)NCc1ccccc1
6	10	Cn1c(=O)c2c(nc(CN3CCN(c4ccccc4)CC3)n2Cc2ccccc2F)n(C)c1=O

Single entries from the list:
COC(=O)CSc1nnc(SCc2ccc(OC)cc2)s1 | TNAP inh pNP = 3
C=CCn1c(SCC(=O)N(CC)CC)nc(O)cc1=O | TNAP inh pNP = -6
CCOC(=O)Cc1csc(NC(=O)CSc2ncnc3c2cnn3-c2ccc(OC)cc2)n1 | TNAP inh pNP = 0
C[C@H]1C[C@H]2[C@@H]3CCC4=CC(=O)C=C[C@]4(C)[C@@]3(Cl)[C@@H](O)C[C@]2(C)[C@@]1(O)C(=O)CO | TNAP Pi inh = 9
Nc1nc2nccc(-c3ccc(Cl)cc3)n2n1 | TNAP inh pNP = 0
Cc1ccc(C(=O)CSc2ccccn2)cc1 | TNAP inh pNP = 4
Nc1c2c(nc3ccn(Cc4ccccc4)c(=O)c13)CCC2 | TNAP Pi inh = 2

Going on with the list:
TNAP inh pNP	TNAP Pi inh	Structure
0	17	Cc1cnc(C(=O)Nc2nnc(C)s2)cn1
2	12	COc1ccc(NC(=O)CSC2CCCCC2)cc1
-6	5	CCOC(=O)Cc1c(C)c2ccc(N(CC)CC)cc2oc1=O
0	0	Cc1c(NC(=O)CSc2nnc(-c3cccc(Cl)c3)o2)c(=O)n(-c2ccccc2)n1C
1	10	COCC(C)OC(=O)C(C#N)c1nc2ccccc2nc1N1CCN(Cc2ccccc2)CC1 (centres undefined)
5	8	O=C1NCC2=C1C(c1ccc(Br)cc1)Nc1ccccc1N2 (centres undefined)
0	0	O=C(Nc1ccccn1)c1ccc(=O)[nH]n1
6	9	COC(=O)c1ccc(Oc2nc(NC(C)C)nc(SC)n2)cc1
6	8	N#CCSc1nnc(COc2ccc3ccccc3c2)o1
6	0	Cc1nc2c(o1)CCc1ccccc1C2O (centres undefined)
2	8	CCC(=O)c1ccccc1OCCCn1cncn1
1	6	COc1ccccc1NC(=O)CSc1nc(O)cc(=O)n1-c1ccccc1OC
-6	-6	COC(=O)/C=C(\C)NC(=O)c1cccs1
4	13	O=C(NCc1nnc2n1CCCCC2)c1ccc(Cl)cc1Cl
-2	-1	O=C(C1=C(O)C(=O)N(c2ncccn2)C1c1cccc(Cl)c1)c1ccco1 (centres undefined)
4	6	N=c1sccn1CC(=O)Nc1ccc(S(=O)(=O)N2CCOCC2)cc1
7	12	CCOc1ccccc1NS(=O)(=O)c1ccc(Br)s1
4	18	Cc1nc(NCc2ccco2)[nH]c(=O)c1CCC(C)C
4	-4	CC1(C)C(c2ccccc2)=[N+]([O-])CN1O
1	14	O=C1CNC(=O)/C1=C\N1CCN(C(c2ccccc2)c2ccccc2)CC1
-3	9	C#CCNc1cc(C)nc2ncnn12
8	2	CCOC(=O)C(C)c1n[nH]c(=O)c2ccccc12 (centres undefined)
3	10	O=C(Nc1ccc2c(c1)OCO2)c1cncc(Br)c1
4	15	COCCNC(=O)c1c[nH]c2cc(OC)c(OC)cc2c1=O
5	16	CC(C)(C)NC(=O)NC(=O)COC(=O)Cn1c(C(F)(F)F)nc2ccccc21
5	8	CCCn1c(SCC(=O)Nc2nonc2C)nnc1-c1ccoc1C
8	13	COc1ccc(OC)c(C2C(C(=O)c3sc(C)nc3C)=C(O)C(=O)N2CCN2CCOCC2)c1 (centres undefined)
4	13	N#CC1=C(N)N=C(SCc2ccccc2)C(C(N)=O)C12CCCCC2 (centres undefined)
0	9	CCN(CC)C(=O)Oc1ccc2c(=O)c(-c3ccccc3)coc2c1
7	14	COc1ccccc1C1/C(=C(\O)c2ccc3c(c2)OCCO3)C(=O)C(=O)N1CCCN(C)C (centres undefined)
1	-4	O=C(c1ccco1)N1CCN(C(=O)c2ccccc2Oc2ccccc2)CC1
-8	-12	COc1ccc2c(C)nc(Nc3nc(C)cc(C)n3)nc2c1
-9	-2	CC(C)(C)OC(=O)N1CCC[C@H]1c1nnc(SCc2c(F)cccc2Cl)o1
1	-26	COc1ccc(C(=O)Cn2c(N3CCCCC3)nc3c2c(=O)n(C)c(=O)n3C)cc1OC
7	11	COc1ccc(-c2nnc3sc(COc4ccc(C)cc4)nn23)cc1
3	8	CCc1cc(C(=O)Nc2ccccc2)cs1

Arranged by molar mass (largest number first): part of the list above.
TNAP inh pNP	TNAP Pi inh	Structure
7	12	CCOc1ccccc1NS(=O)(=O)c1ccc(Br)s1
-3	6	CCn1cc(C(=O)NC2CCCCC2C)c(=O)c2ccc(C)nc21 (centres undefined)
-6	-6	COC(=O)/C=C(\C)NC(=O)c1cccs1

Carrying on:
TNAP inh pNP	TNAP Pi inh	Structure
0	0	CC1=C(C(=O)Nc2ccccc2)C(c2ccncc2)C(C#N)=C(SCC(=O)NC(C)C)N1 (centres undefined)
3	9	CCOC(=O)C1CCN(C(c2cc3c(C)ccc(C)c3[nH]c2=O)c2nnnn2C2CCCCC2)CC1 (centres undefined)
-7	-14	CCOC(=O)c1c(C(F)(F)C(F)(F)C(F)(F)C(F)(F)F)n[nH]c1C
7	4	O=C(Nc1ccccc1)NC1(C(=O)NCCCN2CCOCC2)CCCCC1
-9	-5	CC1CCN(S(=O)(=O)c2ccc(NC(=O)Cn3nnc(-c4ccccc4F)n3)cc2)CC1
0	0	CCC(=O)Nc1nc(OC)cc(OC)n1
5	14	COCCn1c(SCC(=O)Nc2sc(C)c(C)c2C#N)nnc1-c1ccc(OC)cc1
0	0	CNC(=O)Nc1ccccc1NC(=O)NC
-1	8	O=C(NCC(=O)N(c1ccccc1F)C(C(=O)NCC1CCCO1)c1ccccc1)c1ccco1 (centres undefined)
2	5	COc1ccc(C(=O)c2c[nH]c3ccccc23)cc1
-6	2	Cc1ccc(-c2nc(C#N)c(NCc3cccc4c3OCO4)o2)cc1
-1	-1	CCOC(=O)c1cc(CC)sc1NC(=O)C1CC1
3	-12	c1ccc(CSc2nnc(-c3ccco3)c(-c3ccco3)n2)cc1
1	5	CCCCNc1cc(C(=O)O)cc(S(N)(=O)=O)c1Oc1ccccc1
2	9	Cc1nc2oc3c(NCC4CCCO4)ncnc3c2c2c1COC(C)(C)C2 (centres undefined)
2	20	CCOC(=O)C1CCN(C(=O)c2cc(S(=O)(=O)N3CCOCC3)c(Cl)cc2Cl)CC1
5	12	COc1ccc(OC)c(NC(=O)CCN2CCCC(C)C2)c1 (centres undefined)
-4	-1	Cc1occc1-c1nnc(SCC(=O)c2ccc(Cl)cc2)n1C
3	8	COc1cc(CSc2ncn[nH]2)c(OC)cc1CSc1ncn[nH]1
3	6	Cc1ccc(NC(=O)COC(=O)c2ccc3c(c2)NC(=O)C2CCCN32)cc1 (centres undefined)
1	6	COc1ccc(N2CCN(C(=O)CSc3ncnc4c3cnn4-c3ccc(OC)cc3)CC2)cc1
8	9	CC(C)C(c1nnnn1Cc1ccccc1)N1CCN(Cc2ccc3c(c2)OCO3)CC1 (centres undefined)
3	7	CC(C)C(c1nnnn1C1CCCCC1)N1CCOCC1 (centres undefined)
3	4	Cc1ccc2c(c1)c1ncnc(N3CCN(c4ccccc4)CC3)c1n2C

The last 3 entries of the part above open the next one.
TNAP inh pNP	TNAP Pi inh	Structure
8	9	CC(C)C(c1nnnn1Cc1ccccc1)N1CCN(Cc2ccc3c(c2)OCO3)CC1 (centres undefined)
3	7	CC(C)C(c1nnnn1C1CCCCC1)N1CCOCC1 (centres undefined)
3	4	Cc1ccc2c(c1)c1ncnc(N3CCN(c4ccccc4)CC3)c1n2C
6	8	Cc1cc(NS(=O)(=O)c2ccc(NC(=O)Nc3cccc(Cl)c3)cc2)no1
3	8	C=C1C(C(=O)N2CCOCC2)C1C(=O)N1CCOCC1 (centres undefined)
3	6	CCOC(=O)c1ccc(N2C(=O)c3n[nH]c(C)c3C2c2ccccc2)cc1 (centres undefined)
1	8	COc1cccc(C(=O)OC2CCCN(C)C2)c1 (centres undefined)
-6	-5	CCOC(=O)Nc1ccc2c(c1)ncn2C1CCCCC1
4	8	COC(=O)c1cccc(NC(=O)CN2CCOCC2)c1
-2	-3	Cc1ccc(-c2nnc(COc3cccc(-n4cnnn4)c3)o2)cc1
-2	8	O=C(c1ccc(S(=O)(=O)N2CCOCC2)cc1)N1CCN(c2ccccc2F)CC1
0	-2	COc1cccc(N(CC(=O)NCCSc2ccccc2)S(C)(=O)=O)c1
3	6	CCCC(C(=O)NCC1CCCO1)N(Cc1ccco1)C(=O)CNS(=O)(=O)c1ccc(F)cc1 (centres undefined)
10	14	CCOC(=O)c1ccc2nc(NC(NC(C)=O)(C(=O)OC)C(F)(F)F)sc2c1 (centres undefined)
5	9	CCCCNC(=O)CN1CCC2(O)CCCCC2C1c1ccccc1OC (centres undefined)
6	-10	Cc1cc(NC2C3CC4CC(C3)CC2C4)n2ncnc2n1 (centres undefined)
4	9	CCOC(=O)COn1c(=O)c(-c2ccc(OC)c(OC)c2)[n+]([O-])c2ccccc21
0	-13	CCN1C(=O)c2cccc3c(S(=O)(=O)NC(Cc4c[nH]c5ccccc45)C(=O)O)ccc1c23 (centres undefined)
7	14	O=C(CSc1nnc(-c2cccnc2)n1Cc1ccco1)Nc1nc(-c2ccc(F)cc2)cs1
0	-7	CCCc1nc2ccccc2c(=O)n1/N=C/c1c(C)[nH]n(-c2ccc(C)cc2)c1=O
7	14	Clc1ccc(-n2ncc3c(NCCCn4ccnc4)ncnc32)cc1
6	11	COc1c[nH]n(C2CCCCC2)c(=O)c1=O
5	12	COc1ccc(CNC(=O)c2c(C)cc(=O)oc2C)cc1OC
5	15	O=C(CSc1nnc2scc(-c3ccc(F)cc3)n12)NCc1ccco1
0	0	CC(=O)Nc1cccc(-c2nc3ccccc3c(=O)o2)c1
2	2	COc1ccc(OC)c(NC(=O)Cc2nn(C)c(=O)c3ccccc23)c1
3	11	CCn1c(C)nc2cc(C(=O)n3cc(C(=O)c4cc(F)ccc4O)cn3)ccc21

Entries of single compounds from above. Order of screens: TNAP inh pNP	TNAP Pi inh
Listed for `CCn1c(C)nc2cc(C(=O)n3cc(C(=O)c4cc(F)ccc4O)cn3)ccc21` : 3	11
Listed for `Cc1cc(NC2C3CC4CC(C3)CC2C4)n2ncnc2n1` (centres undefined) : 6	-10
Listed for `Clc1ccc(-n2ncc3c(NCCCn4ccnc4)ncnc32)cc1` : 7	14

(next part)
TNAP inh pNP	TNAP Pi inh	Structure
0	0	O=C(CSC1=NCCS1)N1CCOCC1
9	6	COc1ccc(C(=O)CSc2nnc(-c3ccco3)n2C)cc1
-6	-3	CCCCOCC(O)CN1CCN(C(C)=O)CC1 (centres undefined)
1	-2	CCOC(=O)c1cnc2c(C(=O)OC)cccc2c1NCCN1CCOCC1
1	8	Cc1ccc2nc(NC(=O)CN3CCOCC3)sc2c1
6	17	Cc1cc(C)c(NC(=O)c2cc3c(nc4sccn43)s2)c(C)c1
-7	2	Cc1c(NC(=O)N2CCCCCC2)c(=O)n(-c2ccccc2)n1C
2	2	Cc1ccc(SCc2cc(=O)[nH]c(N3CCN(Cc4ccc5c(c4)OCO5)CC3)n2)cc1
-6	-3	CC(=O)NC(Cc1c[nH]c2ccccc12)C(=O)OCC(=O)Nc1ccc2c(c1)OCO2 (centres undefined)
5	13	CCn1c(SCC(=O)c2ccccc2)nnc1-c1cc2cc(Br)ccc2o1
7	-15	COc1ccc(Nc2nc(C)cc(C)c2C#N)cc1
5	2	Cc1ccc(-c2nnn(CC(=O)N(Cc3ccccc3)C(C(=O)NC3CCCC3)c3ccncc3)n2)o1 (centres undefined)
3	7	CN1CCc2nc(SCC(=O)Nc3ccc(Cl)cc3)c(C#N)cc2C1
6	11	Cc1cccc(N(C2C=CS(=O)(=O)C2)S(=O)(=O)c2ccccc2)c1 (centres undefined)
1	-1	COCCN(Cc1ccccc1)P(=O)(O)c1ccccc1OCC(=O)O
6	12	Cc1nc(N2CCOCC2)c2oc3ccccc3c2n1
4	6	CN1CCN(C(=O)C2C3C=CC(C3)C2C(=O)O)CC1 (centres undefined)
-1	5	COCC(=O)Nc1nnc(C2CCCCC2)s1
3	6	Cc1cc(-c2nn3c(C)nnc3s2)ccc1NC(=O)C(C)(C)C
6	12	C=CCn1c(=O)c2ccccc2n2c(SCc3cc(=O)n4ccsc4n3)nnc12
